High-throughput results deposited in PubChem by several laboratories.
CDK5 inh: blocks human CDK5/p35 kinase activity; Q00535+Q15078; Recombinant CDK5/p35, ADP-Glo luminescence, 60 min; inhibition, % at 10 µM; 330,000 compounds, 0.01% hits;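 active means highest replicate inhibition of at least 50% and at least 75% of replicates reaching 50%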;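 further: plate controls were DMSO neutral control for no effect and GW8510 at 10 µM for full effect; many of its hits are not listed in these tables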
Target sequence (Q00535 whole entry, looked up): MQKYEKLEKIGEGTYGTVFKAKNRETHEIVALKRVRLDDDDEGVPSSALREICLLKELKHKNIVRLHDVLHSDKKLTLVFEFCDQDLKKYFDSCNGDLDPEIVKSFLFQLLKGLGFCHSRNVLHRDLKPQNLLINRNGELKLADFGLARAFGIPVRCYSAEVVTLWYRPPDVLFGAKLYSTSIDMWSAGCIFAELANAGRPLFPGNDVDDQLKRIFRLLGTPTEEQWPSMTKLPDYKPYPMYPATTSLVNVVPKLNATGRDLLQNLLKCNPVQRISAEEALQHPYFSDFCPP
Target sequence (Q15078 whole entry, looked up): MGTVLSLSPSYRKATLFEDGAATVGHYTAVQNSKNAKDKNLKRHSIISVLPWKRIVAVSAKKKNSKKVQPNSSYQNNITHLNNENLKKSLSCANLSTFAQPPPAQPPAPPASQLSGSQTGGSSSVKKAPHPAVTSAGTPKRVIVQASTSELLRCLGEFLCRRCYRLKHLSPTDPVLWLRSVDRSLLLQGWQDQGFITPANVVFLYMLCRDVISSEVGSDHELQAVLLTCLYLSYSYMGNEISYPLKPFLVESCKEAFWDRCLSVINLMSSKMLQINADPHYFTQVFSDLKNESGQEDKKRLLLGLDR
Mot1-301 SUMO: blocks SUMOylation pathway, rescuing yeast Mot1-301 growth; AID 2716; 320,000 compounds, 1% hits; S. cerevisiae Mot1-301 growth rescue, ATP luminescence, 38.5C; percent above DMSO median, 100 means doubled; growth rescue, % at 18.8 µM;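 active means every valid replicate shows activation above 250% relative to neutral control wells; inactive means the rest, any valid replicate at or below 250%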;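 further: OY570 slx delta 5 strain wells were the positive control but not used for scaling; some compounds called inactive have numbers as strong as hits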
C-LANA FP: KSHV C-LANA DNA binding inhibition. AID 504423. MBP-C-LANA/FAM-LBS DNA binding, fluorescence polarization. inhibition, % at 9 µM. 340,000 compounds, 0.078% hits;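 active means highest replicate inhibition at or above 60% at 9 µM, even if other replicates fall short; inactive means all replicates below 60% inhibition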;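 further: 0% = neutral control wells and 100% = 4 µM acridine orange control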
PfHsp90 yeast 2: growth inhibition of yeast expressing Plasmodium Hsp90; S. cerevisiae expressing PfHsp90, BacTiter-Glo ATP, 48 h; yeast lacking PDR1 and PDR3 efflux regulators; inhibition, % at 9.4 µM; 310,000 compounds, 0.32% hits;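 active means every replicate shows inhibition above about 80%, whatever the replicate mean, limit read from the data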;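 further: 0% = DMSO neutral controls and 100% = 20 µM radicicol positive controls; yeast relying on Plasmodium falciparum Hsp90 in place of its own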
RTF Ca sens inh: cardiac RTF calcium desensitization; P19429+P45379; inhibition, % at 7.15 µM; IANBD-labeled cardiac RTF, Ca2+ fluorescence; 340,000 compounds, 0.12% hits;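 active means inhibition above the mean inhibition of all tested compounds plus 3 SD, cut at about 17% in these data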;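 further: assay run at fixed EC70 calcium of 1.6 mM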
RTF Ca sens act: increases calcium sensitivity of human cardiac regulated thin filaments; P19429+P45379; IANBD-labeled TnC RTF fluorescence at EC20 calcium; 0% EC20 calcium, 100% full calcium; activation, % at 7.2 µM; 340,000 compounds, 0.24% hits; AID 493008;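 active means activation above the mean over all tested compounds plus 3 SD, cut at about 30% in these data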;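 further: rise in fluorescence read as greater calcium sensitivity of cardiac thin filaments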
Keap1-Nrf2 PPI: disrupts human Keap1 binding to Nrf2 peptide; AID 504523; Q14145; inhibition, % at 9.4 µM; Keap1 Kelch-Nrf2 peptide fluorescence polarization, 1536-well; 340,000 compounds, 0.15% hits; in the data active means inhibition above about 12%;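 further: human Keap1 Kelch domain with fluorescein labeled Nrf2 9mer peptide probe; 0% = neutral control wells and 100% = peptide positive control; higher means more block of Keap1 binding to Nrf2 peptide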
dFosB activator: mouse delta FosB homodimer activation. P13346. purified delta FosB, TAMRA-CDK5 oligo fluorescence polarization; percent of positive-control signal above neutral wells. activation, % at 25 µM. 340,000 compounds, 0.99% hits. AID 493131;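 active means mean activation above about 17%, with every replicate also reaching it, limit read from the data, passing the limit was not always enough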;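 further: fluorescence polarization rise as delta FosB binds a TAMRA Cdk5 AP-1 oligo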
Target sequence (P13346 whole entry, looked up): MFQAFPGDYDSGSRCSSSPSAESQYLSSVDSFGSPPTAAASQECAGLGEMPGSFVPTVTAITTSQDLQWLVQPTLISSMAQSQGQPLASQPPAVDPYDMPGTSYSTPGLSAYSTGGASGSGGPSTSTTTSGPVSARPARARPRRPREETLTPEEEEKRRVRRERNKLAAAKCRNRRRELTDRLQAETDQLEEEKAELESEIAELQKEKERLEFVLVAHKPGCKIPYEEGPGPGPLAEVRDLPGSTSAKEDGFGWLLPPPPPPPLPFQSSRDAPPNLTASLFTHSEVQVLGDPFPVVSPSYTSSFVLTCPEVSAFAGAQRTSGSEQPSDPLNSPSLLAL
PvdQ acylase: blocks Pseudomonas aeruginosa PvdQ acylase activity; purified PvdQ acylase, fluorescence plate reader; inhibition, % at 10 µM; 340,000 compounds, 0.063% hits; AID 488965; in the data active means inhibition above about 30%, passing the limit was not always enough;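 further: 0% = vehicle neutral wells and 100% = reference inhibitor wells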
Rtt109 HAT inh: inhibitors of Candida albicans Rtt109/Vps75 histone acetyltransferase | inhibition, % at 34.9 µM | 330,000 compounds, 0.16% hits | purified Rtt109/Vps75, ThioGlo CoA-SH fluorescence, 4 h;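 active means inhibition of at least 50% in every replicate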
NSD2 HMT inh: NSD2 (human) methyltransferase inhibition; NSD2 peptide methylation, AlphaScreen, 120 min; 310,000 compounds, 0.54% hits; inhibition, % at 12.5 µM; O96028; in the data active means inhibition above about 50%
The depositor's hits bear a star; / = not tested or not shown.

SMILES	CDK5 inh	Mot1-301 SUMO	C-LANA FP	PfHsp90 yeast 2	RTF Ca sens inh	RTF Ca sens act	Keap1-Nrf2 PPI	dFosB activator	PvdQ acylase	Rtt109 HAT inh	NSD2 HMT inh
COc1ccc2nc(-c3ccccn3)[nH]c2c1	2.6	-22	1.1	15	-4	16	-5	-7	-14	1	-3
Cc1nc2ccccc2nc1SCC(=O)N1CCC(C)CC1	4.7	124	-0.5	-37	0	4	-5	-4	-10	-2	1
Cc1cc(NC(=O)NC(=O)c2ccccc2)no1	0.3	7	-1.8	-14	2	-4	1	6	5	-8	1
Fc1ccc(-c2cc(-c3ccccc3)nc(-n3cccn3)n2)cc1	0.1	-9	-1.3	15	1	0	-6	-51	-6	1	-2
COc1ccc(Cl)cc1NC(=O)Cc1c(F)cccc1Cl	-2.4	-1	0.2	8	12	1	-3	6	-9	3	-3
C[C@H](NS(=O)(=O)c1ccc(Cl)cc1)C(=O)OCC(=O)NC(=O)Nc1ccc2c(c1)OCCO2	0.4	-6	-1.3	-24	-9	1	-4	0	-9	1	2
Cc1ccccc1NC(=O)NC1CCCCCCC1	-0.4	133	1.4	12	1	-5	-5	1	9	1	-2
Cc1cccc(N2CCN(C(=O)c3ccc4ccccc4c3)CC2C)c1 (centres undefined)	0.3	28	-1.8	-20	2	0	2	-1	0	-4	2
CCC(=O)c1ccc(N2CCCCC2)c(F)c1	1.1	-1	0.4	1	4	-2	6	6	-9	1	2
CN1/C(=C\C=N\NC(=O)c2ccccc2Br)C(C)(C)c2ccccc21	0.1	/	-0.3	-13	-11	-1	1	8	-6	4	5
CC1CN(C)C(C)c2c1oc1ccc(N)cc21 (centres undefined)	-0.1	0	-1.9	/	-12	-1	-7	-15	6	21	/
Cc1cccc(-n2c(SCC(=O)NCc3ccc4c(c3)OCO4)nc3ccccc3c2=O)c1	0.3	/	-0.4	7	-4	0	4	5	-9	3	-1
CCN(Cc1ccncc1)C(=O)CC1C(=O)NCCN1Cc1ccc(F)c(F)c1 (centres undefined)	-0.6	1	0.9	21	-16	5	-6	-13	-6	/	-13
COc1ccc(NC(=O)CN2CCCC2c2cccs2)cc1S(=O)(=O)N1CCCCC1 (centres undefined)	0.8	-6	-0.3	-11	-5	1	-9	-17	-12	12	1
Cc1ccc(C(=O)NCC(=O)OCc2c(F)cccc2Cl)cc1	-9.5	14	3.1	-29	-10	-3	-5	-7	-8	-9	1
COc1ccc(-c2c(C(C)=O)c(C)nc3sc4c(c23)NC(c2ccccc2)NC4=O)cc1 (centres undefined)	-0.4	23	1.5	9	2	-5	5	3	1	3	-2
Cc1ccc2c(c1)nnn2C1CCN(S(=O)(=O)c2ccc(C(=O)N(C)C3CCCCC3)cc2)CC1	-1.1	-4	8.5	/	-5	5	-6	-16	10	10	2
COc1cc(S(=O)(=O)Nc2ccc(C)cc2)ccc1N=Cc1c(C)[nH]n(-c2ccccc2)c1=O	-0.1	-10	-0.6	-2	2	-4	-2	-8	3	0	-1
CCCCCCC(=O)Nc1nc(C)c(-c2csc(Nc3ccccc3OC)n2)s1	2.3	-20	-2.3	-6	7	-3	-2	-13	-13	5	/
CCOc1ccc(CN(C)C(=O)CNC(=O)C2CCCCC2)cc1OC	-0.9	0	0.9	-19	1	0	-5	-9	-9	-1	3
O=C(NC1CCSc2ccccc21)c1ccc([N+](=O)[O-])cc1 (centres undefined)	-0.5	53	-0.2	9	1	5	-2	0	-22	-3	-1
O=C(NC(=S)Nc1ccc(O)cc1)C1CCCC1	1.0	-10	-3.2	16	-4	-2	-2	0	3	-9	-1
COc1ccccc1NC(=O)Nc1cccc(NC(C)=O)c1	1.7	1	1.1	10	-5	-8	-4	0	-11	-5	-491
O=C(O)C(c1ccccc1)N1C(=O)/C(=C/c2cccs2)SC1=S (centres undefined)	0.7	-7	0.2	5	-7	-2	-1	-14	-7	14	7
COc1ccc(Br)c(C(=O)NCC2CCCCC2)c1	-4.7	23	1.2	1	3	-4	1	6	-11	-9	-1
Fc1cccc(CCN2CCNC[C@@H]2c2ccccc2)c1	-0.6	8	-1.1	9	-9	-6	-5	3	0	3	/
Cn1c(=O)n(C)c2cc(NC(=O)c3ccccc3[N+](=O)[O-])c(Br)cc21	0.3	-6	1.2	/	-5	1	1	-1	-16	5	-3
COCC(C)NCc1cccc2ccccc12 (centres undefined)	0.1	/	-1.0	-5	4	6	-2	2	9	7	0
N#Cc1ccccc1NC(=O)COc1c(Br)cc(Br)c2cccnc12	-0.8	37	0.2	23	-23	3	-3	-9	-12	/	1
Cc1ccc(C(=O)CN2C(=O)c3ccccc3S2(=O)=O)cc1	-0.6	-10	0.5	-1	-3	2	-5	-2	-18	-6	-2
O=[N+]([O-])c1ccc(NCCNc2ccc(Cl)nn2)cc1	0.5	0	-1.1	16	4	2	0	6	-10	-4	4
Cc1cccc(C)c1NC(=O)CN(C)C(=O)CCc1nc2sc3c(c2c(=O)[nH]1)CCCC3	0.7	-15	0.1	-19	-9	4	-3	-11	-17	-3	3
O=C(c1ccco1)n1c(=S)nc2ccccn21	1.4	-5	1.3	12	-9	-5	3	-5	-5	-2	0
CC(=O)Nc1ccc(C2Nc3ccccc3C(=O)N2C2CCCCC2)cc1 (centres undefined)	0.3	13	-0.5	3	-8	3	-4	-2	0	-5	-2
C[N+](C)(C)c1ccc(/C=N/Nc2nc(Cl)c(C#N)c(Cl)c2Cl)cc1	/	4	1.0	17	-2	0	-11	-35	-9	-4	2
COc1cc([N+](=O)[O-])ccc1NC(=O)CC1SC(=Nc2ccc(F)cc2)N(CCC2=CCCCC2)C1=O (centres undefined)	-0.9	-7	0.6	5	5	-1	-4	-13	-2	7	/

An excerpt of these results, with two lines to a compound.
The line under a structure holds: CDK5 inh, Mot1-301 SUMO, C-LANA FP, PfHsp90 yeast 2, RTF Ca sens inh, RTF Ca sens act, Keap1-Nrf2 PPI, dFosB activator, PvdQ acylase, Rtt109 HAT inh, NSD2 HMT inh
- C[N+](C)(C)c1ccc(/C=N/Nc2nc(Cl)c(C#N)c(Cl)c2Cl)cc1
→ /, 4, 1.0, 17, -2, 0, -11, -35, -9, -4, 2
- COc1cc([N+](=O)[O-])ccc1NC(=O)CC1SC(=Nc2ccc(F)cc2)N(CCC2=CCCCC2)C1=O (centres undefined)
→ -0.9, -7, 0.6, 5, 5, -1, -4, -13, -2, 7, /

The results go on:
SMILES	CDK5 inh	Mot1-301 SUMO	C-LANA FP	PfHsp90 yeast 2	RTF Ca sens inh	RTF Ca sens act	Keap1-Nrf2 PPI	dFosB activator	PvdQ acylase	Rtt109 HAT inh	NSD2 HMT inh
COc1ccc(NS(=O)(=O)c2ccc(C)c(NC(=O)CN3C(=O)NC4(CCCC4)C3=O)c2)cc1	17	2	-11	7	-11	2	1	-12	-15	3	4
O=C(CCN1C(=O)COc2ccccc21)N1CCCCC1	-1.4	-14	0.3	/	3	-1	-2	1	7	4	-3
CC1CCCCC1NC(=O)CSc1nnc(N)s1 (centres undefined)	0.4	-4	-1.0	70	-9	-4	-4	1	-12	-7	-3
CC(C)(C)c1ccc(/C=N/Nc2ccc(C(=O)O)cc2)cc1	-2.4	-9	0.7	-17	-1	9	-1	-5	-8	4	5
COc1cccc(CN2CCN(C3CCN(c4ccccc4C)CC3)CC2CCO)c1 (centres undefined)	0.2	-11	-1.1	-7	-2	-4	-4	-1	-3	1	4
O=C(NCC1CCCO1)C1CCCN(c2ncccn2)C1 (centres undefined)	-1.4	-12	-0.8	0	-9	9	0	0	2	-7	4
O=C(COc1ccc(S(=O)(=O)N2CCOCC2)cc1)NC1CC1	0.4	-2	0.4	36	9	-4	-7	-5	-4	-7	-9
Cc1[nH]nc(Nc2ccc(C(C)C)cc2)c1[N+](=O)[O-]	0.1	38	0.4	-8	5	2	-2	-8	-4	3	1
CC1(C)CC(=O)C(C(=S)Nc2ccccc2)=C(NC2CC(C)(C)NC(C)(C)C2)C1	0.1	-3	-0.8	-12	0	4	-4	-2	6	21	2
CCOc1ccc(S(=O)(=O)N(CC(=O)NN=C2CCN(C)CC2)c2ccc(C)cc2)cc1	-4.6	-7	0.5	-14	-3	-2	-4	-9	-7	-3	0
CN1CCN(Cc2cc(Cl)c3cccnc3c2OC(=O)c2cccs2)CC1	1.4	7	1.0	-41	-7	9	-4	-18	-14	5	9
CC(=O)c1ccc(NC(=O)Cn2cnc(S(=O)(=O)N3CCOCC3)c2)cc1	1.5	8	-0.5	16	-4	-1	-7	3	6	-13	-1
COc1ccc2nc(N(CCN(C)C)C(=O)c3ccc4c(c3)OCCO4)sc2c1	-1.7	-2	-0.5	17	-1	-7	-4	0	4	4	11
COc1ccccc1-c1oc2ccccc2c1C#CCCO	0.4	-8	1.0	5	-8	-2	-4	-5	-18	-7	/
COc1ccc(CN2C[C@H](C)[C@@H](CC(=O)NCc3ccccc3)C2=O)cc1	0.5	58	0.7	12	-4	-2	0	1	-19	-3	/
CC1CCCC(NC(=O)CSc2nnc(N)s2)C1C (centres undefined)	0.4	194	-0.1	0	-10	1	-3	5	-9	-1	1
O=C1CCC(=O)N1OCCOc1ccccc1	-1.8	4	0.5	/	2	6	-6	0	-1	-19	-4
CCOCCCNCc1ccc(OCC(=O)N2CCOCC2)c(OC)c1	-0.4	5	0.7	/	4	0	-5	0	-13	-4	-1
COc1ccc(C2c3cc4c(cc3OC(NNC(N)=O)C2C)OCO4)cc1 (centres undefined)	2.0	/	3.0	-18	-1	-3	-1	-4	18	19	7
O=C(Nc1ccc(F)cc1)N(Cc1nnc2n1CCCCC2)c1ccccc1	-0.5	2	0.9	0	-11	0	-3	-2	-8	0	0
Cn1c(=O)c2c(nc(Cc3ccc(N)cc3)n2C)n(C)c1=O	6.7	-10	-0.4	2	-14	-1	-2	-1	7	0	-5
CCOc1ccc(NC(=O)c2ccc(CC)s2)c([N+](=O)[O-])c1	0.3	169	2.2	-4	6	4	2	4	1	-9	2
Cc1nc(CN2CCN(S(=O)(=O)c3c(Cl)cc(Br)cc3Cl)CC2)cs1	0.3	/	0.6	/	-4	3	0	-8	-14	25	3
O=C(CN1C(=O)NC2(CCCC2)C1=O)Nc1ccccc1C(F)(F)F	-0.2	-16	-0.7	11	-8	5	-2	-3	-18	-17	0
O=C(Nc1cccc(-c2cccc(F)c2)c1)C1CCN(Cc2ccco2)CC1	-0.5	138	-0.8	4	-8	5	-2	-10	-9	-3	3
Cc1ccc(NC(=S)N2CCN(c3ncccn3)CC2)cc1C	-2.4	-3	-2.0	3	5	-1	-6	1	-1	-75	-2
CCc1ccc[n+](-c2[nH]c(=O)sc2/C=N/N=C(\N)[O-])c1	0.5	17	-1.4	-8	1	-10	0	2	-8	-10	-3
COc1ccc(C2C(C(=O)OCC3CCCO3)=C(C)NC3=C2C(=O)CC(c2ccco2)C3)cc1O (centres undefined)	-0.2	-1	0.9	/	4	-7	0	8	-2	11	4
COc1ccc(NC(=O)c2ccc(NC(=O)c3nc4nc(C)cc(C)n4n3)cc2)cc1	0.9	/	1.5	13	-13	-2	3	-10	6	18	-3
O=C(NCc1cccc(C(F)(F)F)c1)c1cc(-c2ccccc2)nn1CC1CC(c2cccnc2)=NO1 (centres undefined)	0.7	14	-0.7	0	-13	-8	-2	5	1	0	/
